# NPYLR7 agonist: activates Aedes aegypti NPYLR7 receptor. 270,000 compounds, 0.15% hits. HEK293T NPYLR7/Galpha15, GCaMP6s calcium fluorescence. activation, % at 10 µM; in the data active means activation above about 40%;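 further: 0% = vehicle and 100% = reference agonist at the receptor; some compounds past the cut are filed as inactive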
# mcGAS lum: blocks mouse cGAS activity. inhibition, % at 12.5 µM. recombinant cGAS, Kinase-Glo ATP depletion luminescence. 160,000 compounds, 0.15% hits;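 further: 0% = negative control wells and 100% = reference inhibitor with no enzyme activity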
# hcGAS inh: human cGAS inhibition; Q8N884; recombinant h-cGAS, ATP depletion, Kinase-Glo luminescence; inhibition, % at 12.5 µM; 290,000 compounds, 0.081% hits;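 further: 0% = vehicle reaction and 100% = reaction without DNA for no activity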
# Target sequence (Q8N884 whole entry, looked up): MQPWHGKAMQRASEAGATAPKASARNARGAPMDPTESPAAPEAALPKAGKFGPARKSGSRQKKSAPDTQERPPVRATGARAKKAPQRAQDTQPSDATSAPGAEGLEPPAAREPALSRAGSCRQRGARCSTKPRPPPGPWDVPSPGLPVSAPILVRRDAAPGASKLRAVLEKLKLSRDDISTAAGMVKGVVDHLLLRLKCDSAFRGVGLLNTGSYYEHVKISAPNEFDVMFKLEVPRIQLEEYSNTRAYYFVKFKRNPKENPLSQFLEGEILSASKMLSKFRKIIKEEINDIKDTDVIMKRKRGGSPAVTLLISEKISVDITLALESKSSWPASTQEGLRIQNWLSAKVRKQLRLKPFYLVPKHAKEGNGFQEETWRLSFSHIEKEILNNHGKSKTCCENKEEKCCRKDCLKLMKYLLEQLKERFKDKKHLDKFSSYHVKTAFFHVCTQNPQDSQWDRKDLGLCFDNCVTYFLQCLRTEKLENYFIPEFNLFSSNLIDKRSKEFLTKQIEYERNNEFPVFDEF
# The depositor's hits bear a star; x = no result given; & = joins results of further samples. Unless noted, no stated cut-off is given here; in the data, active means inhibition above about 40%; inactive means the rest.
SMILES,NPYLR7 agonist,mcGAS lum,hcGAS inh
CCOC(=O)C1CCCN(C(=O)c2nn(-c3ccc(C)c(Cl)c3)c(=O)n(Cc3ccccc3Cl)c2=O)C1 (stereo not given),-2,-1,2
Cc1nc2sc(C)c(C)n2c(=O)c1NC(=O)c1ccccn1,30,x,-6
Cc1ccccc1-c1nn(-c2ccccc2)cc1C(=O)N1CCCCC1C(N)=O (stereo not given),0,x,-13
COc1ccc(CN(C)C(=O)[C@@H]2C[C@H](N)CN2C)c2ccccc12,-1,x,0
Cc1ccc2[nH]nc(C(=O)NCCS(=O)(=O)N(C)C)c2c1,-2,x,-5
Cn1cc(S(=O)(=O)Oc2ccc(F)cc2)c(=O)n(C)c1=O,0,-8,-9
Cc1ccc(NC(=O)c2n[nH]nc2Nc2cccc(Cl)c2)cc1C,x,0,-2
CC(=O)Nc1ccc(S(=O)(=O)CCCN2C(=O)CC(C)(C(C)C)C2=O)cc1 (stereo not given),4,x,-9
COC(=O)C(=O)N1CCN(c2nccc(-c3ccc4c(c3)OCO4)n2)CC1,-6,-8,-9
CCC(=O)Nc1ccc(SCc2cccc(F)c2)nn1,-9,x,7
Cn1c(NC(=O)c2ccc(Br)cc2)cc(=O)n(C)c1=O,9,-7,-12
COCCCn1c(SCc2cccc(I)c2)nnc1-c1cc(-c2ccccc2)nc2ccccc12,0,-7,-8
CCC(C)C(=O)N1CCCC(C(=O)N2CCS(=O)C(C)C2C)C1 (stereo not given),-9,x,3
CC(CC(=O)NCCC(=O)NC(N)=O)c1cccc(F)c1 (stereo not given),7,-14,-14
Cc1ccccc1OCC(=O)Nn1cnc2c(cnn2C(C)(C)C)c1=O,12,x,-1
Cc1ccc(-n2c(C)cc(C(=O)NC(C)c3ccco3)c2C)cc1 (stereo not given),12,x,-9
O=c1nc(SCc2cccnc2)c2c(n1CCO)CCC2,-3,-10,-7
O=C(Cn1ccc(=O)[nH]c1=O)OCc1ccccc1C(F)(F)F,5,x,-5
CC(C)Nc1c(N)c(=O)oc2ccccc12,7,x,-1
CCOc1ccc2c(c1)S/C(=C\c1ccc(Cl)cc1)C(=O)N2,-1,x,-5
CCOC(=O)C1CCCN(C(=O)c2ccc(CSc3nc(CC)cc(N4CCCCC4C)n3)o2)C1 (stereo not given),4,-3,-6
Cc1nc2ccccn2c(=O)c1NC(=O)Nc1cc(Cl)cc(Cl)c1,-4,0,-1
FC(F)(F)c1ccc(N2CCN(c3ccc(Cl)nn3)CC2)nc1,3,-4,-5
COCCNC(=O)c1ccc(CSc2nc(COC)cc(N3CCCC3)n2)cc1,22,-5,-5
CCCn1c(NC(=O)C2CCOCC2)nc2ccccc21,1,x,-4
CC(c1ccc(-n2cncn2)cc1)N(C)C(C)c1nc2ccccc2c(=O)[nH]1 (stereo not given),7,x,-12
O=C(NC1CC(=O)N(CCc2ccccc2)C1)C1CCCC1 (stereo not given),2,x,1
Cc1ccc(N2C(=O)CSC2c2cccc(NS(=O)(=O)c3ccc(C(C)(C)C)cc3)c2)c(C)c1 (stereo not given),14,-5,-4
CCn1c(CC2CCN(S(=O)(=O)c3cccc(C)c3)CC2)nn(C)c1=O,13,x,-2
CCOC(=O)C1=C(C)N=c2s/c(=C\c3ccccc3OC)c(=O)n2C1c1ccc(OC)c(OC)c1 (stereo not given),1,-5,-3
O=C(Nc1ccc(N2CCC(Cc3ccccc3)CC2)c(C(=O)NCc2ccc(F)cc2)c1)c1cc(C(F)(F)F)cc(C(F)(F)F)c1,-9,-4,-7
CCCCC1=NN2C(=N)/C(=C/c3ccc(F)cc3)C(=O)N=C2S1,-1,x,9
Cc1cc(C)c(C(N)=O)c(N2CCC3CCCCC3C2)n1 (stereo not given),10,x,-16
CCC(C)CCCNc1n[nH]c(=S)s1 (stereo not given),3,-3,-4
COc1cccc(OC)c1CNC(=O)c1cc(NC(C)=O)ccc1Cl,-2,x,5
COc1ccc(C(=O)N2C(C(=O)N3CCCC3)COC23CCN(C(=O)c2ccc(F)cc2)CC3)cc1 (stereo not given),7,-3,-2
CC(C)(C)c1ccc(-c2ccnc(N3CCN(C(=O)c4cncc(Br)c4)CC3)n2)cc1,31,-8,-5
Cn1cc(C#N)cc1C(=O)OCCN1CCSCC1,4,-16,-10
COc1ccc(CN2CCCN(c3nc(Cc4ccc(C)cc4)nc4c3cnn4-c3ccccc3)CC2)cc1,x,-8,-7
COc1c(C)cc(S(=O)(=O)NCC(c2ccsc2)N2CCOCC2)cc1C (stereo not given),4,-6,-2
O=C(O)CCN1C(=O)CCC1=O,6,x,0
CC(C)Cn1cncc1CNC1CCC2(CCNCC2)CC1,1,-23,-5
COCCCNC(=O)c1c(-c2ccccc2Cl)noc1C,2,x,-3
CCCCNC(=O)C1CC=CCC1c1n[nH]c(Cc2ccccc2)n1 (stereo not given),3,-10,-5
CC1(C(=O)Nc2ccc3c(c2)OCCO3)CCN1C(=O)C/C=C/c1ccccc1 (stereo not given),3,x,5
Nc1nc(SCC(=O)Nc2ccc(F)cc2)[nH]c(=O)c1NC(=O)c1ccc(F)c(F)c1,4,-8,5
CCCc1cc(=O)n(CC(=O)Nc2nc3ccc(C)cc3s2)cn1,2,x,-1
COc1ccc(-n2[nH]c(C(C)C)c(C3=C(N4CCN(C)CC4)C(=O)N(Cc4ccccc4)C3=O)c2=O)cc1,8&3,-8&-4,-4&10
COc1ccc(-c2cc(CNC(=O)C3CCCC3)no2)cc1OC,2,-7,-13
CCOC(=O)CCC(=O)Nc1ccc(C2SCC(=O)N2c2cccc(CC)c2)cc1 (stereo not given),7,-7,-3

# New compounds follow:
SMILES,NPYLR7 agonist,mcGAS lum,hcGAS inh
Cc1ccccc1-n1c(O)c(C=Nc2ccc(F)cc2)c(=O)[nH]c1=O,2,1,2
O=c1ccc(-c2ccc(F)cc2)nn1CCNS(=O)(=O)c1cccnc1,0,-7,-3
CCOc1cc(C(=O)NC2CCCCC2C)ccc1OC (stereo not given),1,x,4
CCn1c(SCc2ccc(C(=O)NCc3ccc(F)cc3)cc2)nnc1-c1cccs1,13,-7,-5
CCc1nnnn1Cc1nccn1CC(F)(F)F,-1,x,3
CCNc1ncc(C(=O)N2C[C@@H]3C4CCC(CC4)[C@@H]3C2)cn1,5,-7,0
Cc1ccsc1C(=O)N1CCC(CCC(=O)N2CCC(Cc3ccccc3)CC2)CC1,-6,-8,-11
O=C(Nc1nc(-c2ccccc2)cs1)C(=O)N1CCCC(O)C1 (stereo not given),-5,x,3
Cc1cc(NC(=O)c2sc3nc4c(cc3c2N)N2CCC4CC2)no1,32,x,-4
O=C(O)c1ccc(CSc2nnc(-c3ccncc3)n2-c2cccc(C(F)(F)F)c2)cc1,-4,-5,-4

# Six structures already listed, arranged by SMILES length, descending:
SMILES,NPYLR7 agonist,mcGAS lum,hcGAS inh
O=C(O)c1ccc(CSc2nnc(-c3ccncc3)n2-c2cccc(C(F)(F)F)c2)cc1,-4,-5,-4
Cc1ccsc1C(=O)N1CCC(CCC(=O)N2CCC(Cc3ccccc3)CC2)CC1,-6,-8,-11
CCNc1ncc(C(=O)N2C[C@@H]3C4CCC(CC4)[C@@H]3C2)cn1,5,-7,0
Cc1ccccc1-n1c(O)c(C=Nc2ccc(F)cc2)c(=O)[nH]c1=O,2,1,2
O=c1ccc(-c2ccc(F)cc2)nn1CCNS(=O)(=O)c1cccnc1,0,-7,-3
CCc1nnnn1Cc1nccn1CC(F)(F)F,-1,x,3

# The list goes on.
SMILES,NPYLR7 agonist,mcGAS lum,hcGAS inh
O=C(OCC(=O)N(C1CC1)C1CCS(=O)(=O)C1)c1ccccc1Br (stereo not given),7,-5,-3
CN(C(=O)c1cc(=O)c2ccccc2o1)C1Cc2ccccc2C1,x,-15,-5
CC(C)CCCC1CN(C(=O)CN2CCCCC2=O)CCO1 (stereo not given),-2,x,0
CCC(C)(C)NCC(=O)Nc1sc2c(c1C(N)=O)CCC2,3,-9,-2
CNC(=O)C(C)SCc1ccc(Br)cc1 (stereo not given),-9,x,-8
Cc1cc(C)n(CCc2nc3cc(NC(=O)NC4CCCCC4)ccc3n2C)n1,-10,x,-7
CCS(=O)(=O)N1CCOC(Cc2cccc(F)c2)C1 (stereo not given),16,x,-7
COc1cc(OC)cc(C(=O)N2CCN(C(=O)c3cc(-c4ccc(F)cc4)n(-c4ccc(C)cc4)c3C)CC2)c1,11,-7,-4
Nc1cc(-c2cccc(Cl)c2)nn1-c1ccc(C(=O)NCCc2ccccc2)cc1,1,-3,-5
COc1cccc(N2C(=O)C3C4C=CC(CC4)C3C2=O)c1 (stereo not given),6,-5,-8
CCc1ccc(OCC(=O)N=Nc2c(O)[nH]c3ccccc23)cc1,-4,-6,-9
O=C(NCC1CCCCC1)Nc1ccc2nc([C@H]3C[C@H](O)[C@@H](CO)O3)[nH]c2c1,2,-6,-4
O=[N+]([O-])c1cccc(-c2noc(CCN(Cc3ccco3)CC(O)COc3ccccc3)n2)c1 (stereo not given),x,-8,-3
CCOC(=O)C1=C(C)NC(=S)NC1c1ccccc1 (stereo not given),0,-1,-3
Cc1nc(-c2ccncc2)nc(-n2cnnc2S(C)=O)c1C (stereo not given),6,x,4
CCOC(=O)C(CC)n1nc(C)n2c(cc3sccc32)c1=O (stereo not given),-16,0,5
O=c1cc(CN2CCOC(C(F)(F)F)C2)[nH]c2ccccc12 (stereo not given),4,-14,-6
Cc1ccccc1CC(=O)OCc1ccn(C)c(=O)c1,0,x,-6
c1ccc2oc(-c3nn4c(CN5CCOCC5)nnc4s3)cc2c1,2,-4,-2
COCCNc1nc(Nc2ccccc2)c2cnn(-c3ccccc3)c2n1,1,-8,-5
CC(Cn1ccnc1C1CCN(C(C)C)CC1)Oc1cccnc1 (stereo not given),5,x,-7
CC1CCN(CC(=O)Nc2cccc(S(N)(=O)=O)c2)c2cc(Cl)ccc2S1 (stereo not given),4,x,-2
Cn1cc(CN2CCCN(C(=O)c3ccco3)CC2)c(-c2ccc(C3CCCCC3)cc2)n1,1&-1,-1,-5&5
O=C(Cn1nc(-c2ccccc2)c2ccccc2c1=O)N1CC[C@H](O)[C@@H](O)C1,6,-10,-4
COCCNC(CC(=O)Nc1cc(Cl)ccc1O)C(=O)O (stereo not given),5,-10,-6
COc1ccc(-c2nc3ccc(C)cn3c2NC(=O)c2ccc(F)cc2)cc1OC,-4,1,2
Cc1ccc(C(=O)N(C)c2ccccc2)n1C,9,-5,-12
Cc1nc2ccc(N=NC(C(=O)Nc3cccnc3)=C(O)c3ccccc3)cc2s1,-3,x,-1
COc1cccc(-c2cc(-c3ccc(C(=O)N4CCc5ccccc5C4)cc3)[nH]n2)c1,-2,-8,-12
CN(Cc1cc2n(n1)CCNC2)Cc1noc2c1CCCC2,2,-17,-7

# Complete entries, looked up by structure:
# Record of `CC(Cn1ccnc1C1CCN(C(C)C)CC1)Oc1cccnc1` (stereo not given) : NPYLR7 agonist = 5; mcGAS lum = x; hcGAS inh = -7
# Record of `O=C(Cn1nc(-c2ccccc2)c2ccccc2c1=O)N1CC[C@H](O)[C@@H](O)C1` : NPYLR7 agonist = 6; mcGAS lum = -10; hcGAS inh = -4
# Record of `COCCNC(CC(=O)Nc1cc(Cl)ccc1O)C(=O)O` (stereo not given) : NPYLR7 agonist = 5; mcGAS lum = -10; hcGAS inh = -6

# Next section.
SMILES,NPYLR7 agonist,mcGAS lum,hcGAS inh
Cc1cccc(-c2nnc(SCc3cccc(C#N)c3)n2-c2ccccc2C)c1,x,-3,-3
CCc1ccccc1NC(=O)Nc1ccc(N2CCN(c3ccccc3OC)CC2)c(C(=O)NCCN2CCOCC2)c1,15,-5,-10
COc1ccc(-c2csc3nc(CNCc4ccco4)[nH]c(=O)c23)cc1OC,19,x,5
CCOC(=O)CN1CCCOc2c(cccc2OC)C1,6,-17,-5
O=C(O)CCN1C(=O)/C(=C/c2ccc(-c3ccc([N+](=O)[O-])cc3)o2)SC1=S,0,x,-4
CCCn1c(O)c(N=Nc2ccc([N+](=O)[O-])cc2[N+](=O)[O-])c2ccccc21,-6,0,-4
CC(=O)N1CCc2cc(NC(C)C(=O)Nc3ccccc3C)ccc21 (stereo not given),4,x,-2
Cc1ccccc1-c1cccc(C(=O)NC(C)c2cnn(C)c2)c1 (stereo not given),-3,x,3
C=Cc1ccc(S(=O)(=O)N2CCN(c3c4c(nc5ncnn35)CCC4)CC2)cc1,2,-9,-9
COc1ccc(NCc2c(C)noc2C)cc1OCC1CCCO1 (stereo not given),4,x,1

# 3 entries drawn at random from the list so far, as already listed:
SMILES,NPYLR7 agonist,mcGAS lum,hcGAS inh
FC(F)(F)c1ccc(N2CCN(c3ccc(Cl)nn3)CC2)nc1,3,-4,-5
CN(C(=O)c1cc(=O)c2ccccc2o1)C1Cc2ccccc2C1,x,-15,-5
COCCNC(CC(=O)Nc1cc(Cl)ccc1O)C(=O)O (stereo not given),5,-10,-6

# (list continues)
SMILES,NPYLR7 agonist,mcGAS lum,hcGAS inh
CSC(C)C(=O)Nc1ccc(C(=O)N2CCc3ccccc32)cc1 (stereo not given),-2,x,-1
O=C(c1cc(COc2ccc(-n3cncn3)cc2)on1)N1CCCC1c1ccccn1 (stereo not given),13&-6,-5&0,5&4
CCOC(=O)C1(CC2CC2)CCN(Cc2cnc(-c3ccc(Cl)cc3)nc2)CC1,-20,4,6
CCOC(=O)C1(Cc2ccccc2C)CCCN(Cc2ccc(N3CCNC3=O)cc2)C1 (stereo not given),-10,1,4
Fc1cccc(F)c1CSc1nc(Oc2ccc3c(c2)OCO3)cc(C(F)(F)F)n1,0,-6,-7
NCCOCc1ccc(-c2ccc(F)c(CO)c2)cc1,2,-21,-4
Cc1nn(C(C)C(=O)NC2CCCCC2C)c(=O)c2cc3occc3n12 (stereo not given),1,-3,-6
CCC(C(=O)N1CCc2nc(-c3ccccc3)nc(N3CC(C)OC(C)C3)c2C1)c1ccccc1 (stereo not given),-4,-2,0
C=C(C)C(O)(C(=C)C)c1ccc(CN(Cc2ccc3c(c2)OCO3)Cc2ccco2)o1,0,-5,-2
O=C(Nc1ccccc1)Nc1nccn(-c2cccc(Cl)c2)c1=O,-1,-3,1

# Screening results (PubChem)
